Assay outcomes: PubChem BioAssay, several laboratories
SUMO Mot1 rescue = SUMOylation pathway inhibition by Mot1-301 growth rescue | S. cerevisiae Mot1-301 growth rescue, ATP luminescence, 38.5C; percent above DMSO median, 100 means doubled | growth rescue, % at 18.8 µM | hit rate 1% among 320,000;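 active = every valid replicate shows activation above 250% relative to neutral control wells; inactive = the rest, any valid replicate at or below 250%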;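 note: OY570 slx delta 5 strain wells were the positive control but not used for scaling; some compounds called inactive have numbers as strong as hits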
HTR5A inv ag = HTR5A inverse agonism, opioid heterodimer counter-screen; P47898; HTR5A cell line, luminescence; inhibition, % at 9.3 µM; hit rate 0.083% among 340,000; AID 504634; in the data active = inhibition mostly above about 23%, no sharp cut-off; inactive = mostly below about 18%;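 note: 0% = cells with DMSO and 100% = no-cell wells with DMSO; some compounds called inactive have numbers as strong as hits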
Target sequence (P47898 whole entry, looked up): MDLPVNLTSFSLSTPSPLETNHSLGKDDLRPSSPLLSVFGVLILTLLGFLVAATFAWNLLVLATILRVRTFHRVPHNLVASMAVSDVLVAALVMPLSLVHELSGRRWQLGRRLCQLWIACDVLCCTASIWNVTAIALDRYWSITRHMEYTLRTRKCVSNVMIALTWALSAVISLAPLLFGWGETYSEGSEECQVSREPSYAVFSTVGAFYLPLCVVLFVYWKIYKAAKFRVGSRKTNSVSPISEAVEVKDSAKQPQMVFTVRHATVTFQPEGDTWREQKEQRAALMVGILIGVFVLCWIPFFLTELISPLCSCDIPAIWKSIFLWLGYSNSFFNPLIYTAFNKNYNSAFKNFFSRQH
MOR-DOR ag = agonists of human mu-delta opioid receptor heterodimerization. P35372+P41143. cells, OPRM1-OPRD1 heterodimerization, luminescence. activation, % at 9.3 µM. hit rate 0.3% among 340,000. AID 504326; in the data active = activation above about 18%;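 note: 0% = vehicle-treated cells and 100% = reference agonist; values of inactives mirror those of a sister screen read the other way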
phage Ecoli inh = E. coli growth loss with phage present; growth absorbance; inhibition, % at 11.9 µM; hit rate 0.26% among 360,000; in the data active = inhibition above about 11%
DSG3 Ab inh = human desmoglein-3 autoantibody binding inhibition; P32926; DSG3-coupled beads, scFv-anti-DSG3-GFP binding, flow cytometry; active compounds read low; hit rate 0.48% among 310,000; AID 588358; binding (percent of control), % at 10 µM;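 active = binding more than 3 SD below its plate's average and above zero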;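 note: hits lower antibody fragment binding to DSG3; some compounds called inactive have numbers as strong as hits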
AddAB inh = less growth of phage-infected E. coli with AddAB. E. coli expressing H. pylori AddAB, absorbance growth. inhibition, % at 11.9 µM. hit rate 0.29% among 330,000. AID 435030; in the data active = inhibition above about 12%;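 note: 0% = vehicle wells of infected cells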
PfHsp90 yeast 2 = reduces growth (ATP signal) of yeast expressing P. falciparum Hsp90; hit rate 0.32% among 310,000; inhibition, % at 9.4 µM; S. cerevisiae expressing PfHsp90, BacTiter-Glo ATP, 48 h; yeast lacking PDR1 and PDR3 efflux regulators;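 active = every replicate shows inhibition above about 80%, whatever the replicate mean, limit read from the data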;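 note: 0% = DMSO neutral controls and 100% = 20 µM radicicol positive controls; yeast relying on Plasmodium falciparum Hsp90 in place of its own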
MOR-DOR inv ag = mu-delta opioid heterodimer inverse agonism; P35372+P41143; cell-based MOR-DOR heterodimer luminescence; inhibition, % at 9.3 µM; hit rate 0.21% among 340,000; in the data active = inhibition above about 22%, passing the limit was not always enough;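 note: 0% = cells with DMSO and 100% = wells without cells with DMSO; values of inactives mirror those of a sister screen read the other way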
PKA-R1A act = activates the PKA-R1A holoenzyme complex; activation, % at 11.4 µM; PKA-R1A dissociation, Cy5-IP20 fluorescence polarization; scaled: DMSO 0%, 113 µM cGMP 100%; hit rate 0.083% among 340,000; AID 504707;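 active = percent activation above the mean of all tested compounds plus 3 SD, cut at about 19% in these data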;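 note: higher means more PKAc released from R1A so a rise in polarization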
HTR5A ag ctr = HTR5A agonism, opioid heterodimer counter-screen. P47898. HTR5A agonist assay, luminescence, cell-based. activation, % at 9.3 µM. hit rate 0.61% among 340,000; in the data active = activation mostly above about 9.5%, no sharp cut-off; inactive = mostly below about 7.6%;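 note: 0% = cells with vehicle only and 100% = reference agonist; strong numbers were not always called active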
Ecoli viability = counter-screen for AddAB inhibitors: E. coli growth inhibition; inhibition, % at 11.9 µM; E. coli V3065 growth, OD600 absorbance, 18 h; hit rate 0.27% among 330,000;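 active = inhibition above the campaign's mean inhibition across all tested compounds plus 3 SD, cut at about 9.9% in these data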;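 note: uninfected addAB+ strain grown without phage in ampicillin broth; 0% = DMSO wells and 100% = ciprofloxacin 0.95 µg/ml wells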
* marks the source's active call; other numbers are inactive results; x = no result given; & = joins results of further samples.

SMILES	phage Ecoli inh	MOR-DOR ag	SUMO Mot1 rescue	HTR5A ag ctr	MOR-DOR inv ag	Ecoli viability	DSG3 Ab inh	PfHsp90 yeast 2	PKA-R1A act	HTR5A inv ag	AddAB inh
COc1cccc(CC(=O)OCC(=O)NNC(=O)c2ccc(Br)cc2)c1	2.7	0.7	-21	-7	-3	-0.5	110	0	-3	16	2.5
CCC1(CCC(C)C)SC(N)=NC1=O (centres undefined)	2.8	-2.6	x	2	14	x	98	x	-7	-8	x
CCN(CC)c1ccc(NC(=O)CSc2ccsc2[N+](=O)[O-])c(C)c1	3.2	-0.6	-26	0	4	2.8	95	-11	-2	1	0.7
O=c1c2c3c(sc2nc2n1N=C(c1cccs1)CS2)CCCC3	2.9	-1.4	-19	2	8	2.4	97	-1	-3	-6	1.1
CC(C)c1nc(CN2CCCCC2)cc(=O)[nH]1	3.7	x	-7	x	x	0.6	102	-38	x	x	2.9
CCCCCC(=O)NNC1=NCC(Cc2ccccc2)S1 (centres undefined)	1.2	0.7	3	-2	-3	-1.7	115	x	3	4	-0.6
CSc1nc(N)nc(SCC(=O)C(C)(C)C)c1C#N	2.0	2.6	39	2	-11	-2.1	106	-25	6	-1	3.8
COCC(=O)N1CCC(Oc2ccc(C(=O)NCc3csc(C(C)C)n3)cc2)CC1	3.9	-1.1	4	2	6	-0.4	100	-41	5	8	2.5
CC(=O)c1cccc(NC(=O)COC(=O)Cn2cnc3ccccc32)c1	3.6	-2.6	6	-3	11	0.6	105	-10	4	6	1.7
Cc1ccc(NC(=O)N[C@H](C(=O)O)C(C)C)c(C)c1	2.0	-2.4	830*	4	13	-0.1	96	-9	5	0	2.2
COc1ccccc1CNC(=O)CCS(=O)(=O)c1ccc2c(c1)CC(C)N2C(=O)C1CC1 (centres undefined)	3.3	-2.4	-8	2	12	-0.9	95	12	-6	12	1.1
Cc1ccc(N(C(=O)Nc2ccccc2)C2=NCCC2)cc1	0.6	x	219	x	x	-1.5	95	4	x	x	6.2
Cc1ccc(S(=O)(=O)N(CCCN(C)C)Cc2ccc3c(c2)OCO3)cc1	2.0	-2.0	6	-3	9	0.4	105	-6	-4	10	0.7
COc1ccc(-c2nc3ccccc3n2Cc2ccc(C)cc2)cc1	2.7	6.1	0	4	-30	-0.1	114	x	-11	-9	1.9
COc1cc(-c2nn3c(-c4cccnc4)nnc3s2)cc(OC)c1OC	2.4	-0.3	1	-1	1	-0.8	103	x	-1	4	0.8
CCCC1C2CN(C(C)=O)CC=C2C(C#N)=C(N)C1(C#N)C#N (centres undefined)	3.0	-3.1	-17	1	18	-0.9	x	x	-13	-1	-0.6
CC(=O)Nc1ccc(NC(=O)C2CCN(S(=O)(=O)c3cccc4nonc34)CC2)cc1	2.3	-2.0	2	1	11	-4.5	94	-11	-2	3	0.4
CCc1ccc(CN2CCC(Oc3ccc(C(=O)NCc4ccccn4)cc3)CC2)o1	0.3	-2.0	6	5	11	2.3	x	33	-4	0	1.8
Cc1cc(C)cc(OCC(=O)OCC(=O)NCCC2=CCCCC2)c1	0.1	6.2	-25	1	-42	-2.0	-9.8*	11	5	-3	-1.6
O=C(O)CSCc1nc2ccccc2[nH]1	2.6	-2.1	-5	-3	11	0.8	95	8	8	1	-1.2
COc1ccccc1C(=O)Nc1cc(C)ccc1NC(=O)c1ccco1	2.3	-3.8	-8	-2	12	1.9	109	6	-8	11	2.8
Cc1ccc(OCC(O)CNS(=O)(=O)c2ccccc2C(=O)N2CCCCC2)cc1 (centres undefined)	0.6	-1.9	12	-2	9	0.0	98	-10	-6	-18	1.3
CC(=O)C1=C(c2ccccc2)OC(N)=C(C#N)C1c1ccccc1C (centres undefined)	0.9	1.6	-7	1	-8	0.8	x	4	0	-6	4.3
N#CCS(=O)(=O)c1ccccc1	2.7	-2.6	-14	3	15	-0.9	103	-1	-9	5	-0.3
CC(C)c1cccc(C(C)C)c1OC(=O)[C@H]1OC(C(C)(C)C)=C[C@@H]1c1ccccc1	0.5	-3.4	6	13	19	1.1	98	-9	-13	3	0.7
CCn1c(SCC(=O)O)nnc1-c1cccnc1	5.6	-2.4	16	4	12	-1.6	112	3	5	-3	0.5
COc1ccc(OC)c(S(=O)(=O)Oc2ccc(N)c3ccccc23)c1	-1.8	6.3	-28	6	-32	-1.6	99	-2	-4	33	1.0
CCC(=O)N1c2ccc(S(=O)(=O)CCC(=O)N3CCN(c4ccccc4)CC3)cc2CC1C (centres undefined)	0.2	-1.6	-17	-3	9	-2.0	96	3	5	18	-0.6
O=C(CSc1ccccn1)Nc1cccc2ccccc12	3.4	-1.6	-8	1	8	-0.9	113	x	1	-3	6.3
O=C(Nc1nncs1)c1cc(-c2ccco2)nc2ccccc12	2.3	-1.9	14	0	10	-2.7	89	x	4	2	-0.3

Some of these compounds in order of heavy-atom count, high to low:
SMILES	phage Ecoli inh	MOR-DOR ag	SUMO Mot1 rescue	HTR5A ag ctr	MOR-DOR inv ag	Ecoli viability	DSG3 Ab inh	PfHsp90 yeast 2	PKA-R1A act	HTR5A inv ag	AddAB inh
CC(=O)Nc1ccc(NC(=O)C2CCN(S(=O)(=O)c3cccc4nonc34)CC2)cc1	2.3	-2.0	2	1	11	-4.5	94	-11	-2	3	0.4
COCC(=O)N1CCC(Oc2ccc(C(=O)NCc3csc(C(C)C)n3)cc2)CC1	3.9	-1.1	4	2	6	-0.4	100	-41	5	8	2.5
COc1ccccc1C(=O)Nc1cc(C)ccc1NC(=O)c1ccco1	2.3	-3.8	-8	-2	12	1.9	109	6	-8	11	2.8
COc1ccc(-c2nc3ccccc3n2Cc2ccc(C)cc2)cc1	2.7	6.1	0	4	-30	-0.1	114	x	-11	-9	1.9
Cc1ccc(N(C(=O)Nc2ccccc2)C2=NCCC2)cc1	0.6	x	219	x	x	-1.5	95	4	x	x	6.2

More structures follow:
SMILES	phage Ecoli inh	MOR-DOR ag	SUMO Mot1 rescue	HTR5A ag ctr	MOR-DOR inv ag	Ecoli viability	DSG3 Ab inh	PfHsp90 yeast 2	PKA-R1A act	HTR5A inv ag	AddAB inh
Cc1noc(C)c1CSCC(=O)Nc1cc(Cl)ccc1N1CCOCC1	2.6	-1.4	5	1	7	1.7	120	-10	4	-5	1.8
C/C(=N\NC(=O)c1ccn(C)n1)c1ccco1	2.1	0.5	-1	0	-4	-1.5	x	14	2	0	1.6
COc1ccc(NS(=O)(=O)c2ccc(F)c(Cl)c2)cn1	2.6	0.6	-25	-3	-4	-0.8	94	-4	-1	-5	4.0
CCCc1nc(-c2ccccc2O)n(-c2ccccc2)n1	0.0	1.4	131	0	-8	-0.9	112	15	5	-18	0.3
COc1cc2c(cc1OC)C(C(=O)O)C(c1ccc(C)o1)N(C)C2=O (centres undefined)	2.1	-2.4	-3	2	12	-1.4	98	-14	4	-28	-1.1
COc1cccc(NC(=O)Nc2nc(SC)ns2)c1	4.9	-1.9	-6	5	9	1.5	99	4	-7	-4	1.6
O=C(C(=O)N1CCN(c2cccc(Cl)c2)CC1)c1cn(CC(=O)N2CCOCC2)c2ccccc12	3.2	-2.2	16	2	12	-2.2	x	13	-1	-10	1.3
CCc1cccc2c(C(=O)COC(=O)c3cnc(C)cn3)c[nH]c12	1.1	-4.8	-6	2	18	0.0	x	1	2	29	-1.6
C=CCCC(=O)Nc1nc(C)c(-c2csc(Nc3cc(OC)ccc3OC)n2)s1	1.2	1.2	1	-4	-6	-0.8	109	-3	-15	9	2.9
CCC(=O)N/C(=N/c1nc(C)cc(C)n1)Nc1ccc(C)cc1	2.7	0.2	-4	-3	-1	0.6	94	13	3	11	-0.3
S=C(NCc1ccco1)N/N=C/c1ccncc1	-0.3	-0.9	2	-1	5	-0.7	109	2	-1	-10	3.5
O=C(Nc1ccccc1)Nc1cccc2ccccc12	0.8	1.0	-27	4	-5	0.3	91	8	-10	-15	-0.8
COc1ccc(/C=N/N=C(\N)c2nonc2N)cc1OC	1.6	0.3	9	-2	-1	1.2	103	8	7	-10	3.2
O=C(COc1ccccc1)OC(C(=O)c1ccccc1)c1ccccc1 (centres undefined)	1.1	1.8	-8	-1	-8	-0.5	101	1	13	2	3.3
CCOc1ccc(NC(=O)Cc2ccc(S(=O)(=O)N3CCCCC3)cc2)cc1OCC	3.4	-1.3	9	11*	5	0.1	x	-4	-5	14	1.0
Cc1nn(-c2ccccc2)c(Cl)c1/C=N/NC(=O)c1ccccc1F	2.7	-3.0	37	-4	15	1.4	109	-3	-1	-12	2.8
COc1ccc(NC(=S)N(CCN2CCCCC2)Cc2ccco2)cc1	0.3	-1.2	-2	1	6	0.1	108	29	3	-4	0.9
CC(=O)NCCOc1ccc(C(=O)O)cc1	1.9	-2.6	376	-3	12	2.5	x	15	-9	-11	2.5
Cc1ccc(S(=O)(=O)CC(=O)Nc2ncc([N+](=O)[O-])s2)cc1	-0.9	0.1	85	2	-1	-2.5	106	-4	-4	-7	0.2
C/C(CCc1ccccc1)=N\NC(=O)CCc1ccccc1	1.0	-1.1	-10	0	6	0.2	x	-2	-1	26	4.9
O=C(N/N=C/c1ccoc1)c1ccccc1Br	0.2	-1.5	-24	-6	10	x	102	-9	0	4	x
CC(=O)c1c(C)[nH]c(C(=O)COC(=O)c2cccc(S(=O)(=O)N(C)c3ccccc3)c2)c1C	3.0	1.4	3	6	-8	-2.4	108	-14	8	12	0.0
CCOc1nc2ccccc2cc1C=O	-0.2	-1.0	16	11	6	1.7	103	-21	-2	-31	1.2
c1cnc(N2CCN(Cc3ccc4c(c3)OCO4)CC2)nc1	0.7&0.8	-1.9&-0.8	-16	-2&0	11&5	-0.5&-1.7	123&119	-11&0	-7&-6	0&5	1.2&0.9

4 compounds from above, showing only AddAB inh, PfHsp90 yeast 2 and HTR5A ag ctr:
canonical_smiles	AddAB inh	PfHsp90 yeast 2	HTR5A ag ctr
CCc1cccc2c(C(=O)COC(=O)c3cnc(C)cn3)c[nH]c12	-1.6	1	2
CCn1c(SCC(=O)O)nnc1-c1cccnc1	0.5	3	4
O=C(Nc1ccccc1)Nc1cccc2ccccc12	-0.8	8	4
CC(C)c1nc(CN2CCCCC2)cc(=O)[nH]1	2.9	-38	x

Among those listed so far, these have a tert-butyl group:
SMILES	phage Ecoli inh	MOR-DOR ag	SUMO Mot1 rescue	HTR5A ag ctr	MOR-DOR inv ag	Ecoli viability	DSG3 Ab inh	PfHsp90 yeast 2	PKA-R1A act	HTR5A inv ag	AddAB inh
CSc1nc(N)nc(SCC(=O)C(C)(C)C)c1C#N	2.0	2.6	39	2	-11	-2.1	106	-25	6	-1	3.8
CC(C)c1cccc(C(C)C)c1OC(=O)[C@H]1OC(C(C)(C)C)=C[C@@H]1c1ccccc1	0.5	-3.4	6	13	19	1.1	98	-9	-13	3	0.7
